CDK5 inh: inhibitors of human CDK5/p35 kinase. Q00535+Q15078. Recombinant CDK5/p35, ADP-Glo luminescence, 60 min. inhibition, % at 10 µM. 330,000 compounds, 0.01% hits;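 active = highest replicate inhibition of at least 50% and at least 75% of replicates reaching 50%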;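 note: plate controls were DMSO neutral control for no effect and GW8510 at 10 µM for full effect; many of its hits are not listed in these tables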
Rtt109 HAT inh: inhibitors of Candida albicans Rtt109/Vps75 histone acetyltransferase | inhibition, % at 34.9 µM | 330,000 compounds, 0.16% hits | Q5AAJ8 | purified Rtt109/Vps75, ThioGlo CoA-SH fluorescence, 4 h;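 active = inhibition of at least 50% in every replicate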
C-LANA FP: KSHV C-LANA DNA binding inhibition | MBP-C-LANA/FAM-LBS DNA binding, fluorescence polarization | inhibition, % at 9 µM | 340,000 compounds, 0.078% hits;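 active = highest replicate inhibition at or above 60% at 9 µM, even if other replicates fall short; inactive = all replicates below 60% inhibition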;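 note: 0% = neutral control wells and 100% = 4 µM acridine orange control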
PfHsp90 yeast 2: reduces growth (ATP signal) of yeast expressing P. falciparum Hsp90 | S. cerevisiae expressing PfHsp90, BacTiter-Glo ATP, 48 h; yeast lacking PDR1 and PDR3 efflux regulators | inhibition, % at 9.4 µM | 310,000 compounds, 0.32% hits;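 active = every replicate shows inhibition above about 80%, whatever the replicate mean, limit read from the data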;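 note: 0% = DMSO neutral controls and 100% = 20 µM radicicol positive controls; yeast relying on Plasmodium falciparum Hsp90 in place of its own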
dFosB activator: activators of mouse delta FosB homodimer; activation, % at 25 µM; 340,000 compounds, 0.99% hits; purified delta FosB, TAMRA-CDK5 oligo fluorescence polarization; percent of positive-control signal above neutral wells; P13346;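 active = mean activation above about 17%, with every replicate also reaching it, limit read from the data, passing the limit was not always enough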;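 note: fluorescence polarization rise as delta FosB binds a TAMRA Cdk5 AP-1 oligo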
Target sequence (P13346 whole entry, looked up): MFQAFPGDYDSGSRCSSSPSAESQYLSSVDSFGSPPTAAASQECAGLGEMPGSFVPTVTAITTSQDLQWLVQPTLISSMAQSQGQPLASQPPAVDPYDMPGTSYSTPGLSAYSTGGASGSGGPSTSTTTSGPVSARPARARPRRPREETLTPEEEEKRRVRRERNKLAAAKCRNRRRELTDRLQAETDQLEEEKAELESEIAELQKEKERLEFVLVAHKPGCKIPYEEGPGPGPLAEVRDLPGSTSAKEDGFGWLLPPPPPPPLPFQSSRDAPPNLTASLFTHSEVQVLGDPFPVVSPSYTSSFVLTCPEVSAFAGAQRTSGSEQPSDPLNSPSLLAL
RTF Ca sens act: cardiac RTF calcium sensitization | IANBD-labeled TnC RTF fluorescence at EC20 calcium; 0% EC20 calcium, 100% full calcium | P19429+P45379 | AID 493008 | 340,000 compounds, 0.24% hits | activation, % at 7.2 µM;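 active = activation above the mean over all tested compounds plus 3 SD, cut at about 30% in these data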;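 note: rise in fluorescence read as greater calcium sensitivity of cardiac thin filaments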
Keap1 Nrf2 FP: Keap1-Nrf2 (human) interaction inhibition; Q14145; Keap1 Kelch-Nrf2 peptide fluorescence polarization, 1536-well; inhibition, % at 9.4 µM; 340,000 compounds, 0.15% hits; in the data active = inhibition above about 12%;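 note: human Keap1 Kelch domain with fluorescein labeled Nrf2 9mer peptide probe; 0% = neutral control wells and 100% = peptide positive control; higher means more block of Keap1 binding to Nrf2 peptide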
Target sequence (Q14145 whole entry, looked up, the tested form may be a part): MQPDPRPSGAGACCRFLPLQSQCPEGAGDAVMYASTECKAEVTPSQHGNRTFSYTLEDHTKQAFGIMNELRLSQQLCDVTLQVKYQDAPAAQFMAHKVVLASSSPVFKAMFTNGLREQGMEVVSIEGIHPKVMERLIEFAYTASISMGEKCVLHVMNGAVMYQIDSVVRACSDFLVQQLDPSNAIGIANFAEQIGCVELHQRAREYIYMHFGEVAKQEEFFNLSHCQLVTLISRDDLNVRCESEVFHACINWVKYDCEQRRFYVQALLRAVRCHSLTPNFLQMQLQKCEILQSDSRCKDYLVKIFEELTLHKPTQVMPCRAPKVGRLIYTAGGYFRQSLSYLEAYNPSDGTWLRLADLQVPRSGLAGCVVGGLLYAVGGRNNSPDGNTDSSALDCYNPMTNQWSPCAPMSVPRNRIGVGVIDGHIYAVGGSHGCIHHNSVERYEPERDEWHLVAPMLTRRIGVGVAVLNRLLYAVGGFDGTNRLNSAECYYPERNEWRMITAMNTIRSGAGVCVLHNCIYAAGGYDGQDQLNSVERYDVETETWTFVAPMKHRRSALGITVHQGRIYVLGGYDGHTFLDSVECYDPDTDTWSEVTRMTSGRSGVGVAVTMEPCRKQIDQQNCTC
PvdQ inh: P. aeruginosa PvdQ acylase inhibition; purified PvdQ acylase, fluorescence plate reader; inhibition, % at 10 µM; AID 488965; 340,000 compounds, 0.063% hits; in the data active = inhibition above about 30%, passing the limit was not always enough;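 note: 0% = vehicle neutral wells and 100% = reference inhibitor wells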
RTF Ca sens inh: cardiac RTF calcium desensitization | 340,000 compounds, 0.12% hits | AID 493244 | IANBD-labeled cardiac RTF, Ca2+ fluorescence | inhibition, % at 7.15 µM | P19429+P45379;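 active = inhibition above the mean inhibition of all tested compounds plus 3 SD, cut at about 17% in these data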;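 note: assay run at fixed EC70 calcium of 1.6 mM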
NSD2 HMT inh: inhibitors of human histone methyltransferase NSD2; O96028; NSD2 peptide methylation, AlphaScreen, 120 min; inhibition, % at 12.5 µM; 310,000 compounds, 0.54% hits; AID 743445; in the data active = inhibition above about 50%
SUMO Mot1 rescue: inhibitors of SUMOylation pathway: yeast Mot1-301 growth rescue; 320,000 compounds, 1% hits; S. cerevisiae Mot1-301 growth rescue, ATP luminescence, 38.5C; percent above DMSO median, 100 means doubled; growth rescue, % at 18.8 µM;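 active = every valid replicate shows activation above 250% relative to neutral control wells; inactive = the rest, any valid replicate at or below 250%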;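 note: OY570 slx delta 5 strain wells were the positive control but not used for scaling; some compounds called inactive have numbers as strong as hits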
Starred values were filed as active, the others as inactive; i = inactive; · = not tested or not shown; + = active, no number.

SMILES	CDK5 inh	Rtt109 HAT inh	C-LANA FP	PfHsp90 yeast 2	dFosB activator	RTF Ca sens act	Keap1 Nrf2 FP	PvdQ inh	RTF Ca sens inh	NSD2 HMT inh	SUMO Mot1 rescue
CC(C)CCNC(=O)CN(C(=O)CCC(=O)Nc1ccccn1)c1ccc2c(c1)OCO2	0.3	-9	-0.8	-5	-4	-5	-1	-25	-3	0	-2
NC(N)=NC1=NC(=O)/C(=C/c2ccccc2-n2cccn2)S1	2.9	-9	0.1	-43	-5	7	-5	-3	-4	-2	3
CN(C)CCOc1ccc2c(c1)Sc1ccccc1CC2=O	0.4	-15	2.0	-66	-1	-1	0	5	5	10	-3
O=C(NCCN1CCOCC1)c1cn(-c2ccccc2)nc1-c1cccs1	-1.4	-8	-0.1	·	-7	7	-1	-7	-9	·	-16
Cc1[nH]c2ccccc2c1C(=O)CN1CCCC(C)C1 (stereo not given)	-0.1	2	-0.6	40	2	-2	-4	-4	-9	-5	14
C=CCNC(=O)Nc1ccc(Cl)cn1	-2.5	-2	1.4	-11	1	-2	-4	-3	-11	13	-6
O=C(COc1cccc2c1CCN(Cc1ccc(Cl)cc1)C2=O)N1CCOCC1	-3.0	-3	0.0	·	-14	0	2	-9	-3	2	-3
CCCc1cc(=O)[nH]c(SCC(=O)c2c(N)n(CC(C)C)c(=O)n(C)c2=O)n1	-2.3	1	-2.4	-35	-17	1	1	-8	-11	1	1
COc1cccc(NC(=O)OCCN2CCN(Cc3ccccc3)CCC2=O)c1	0.3	3	0.0	1	-6	10	-9	-16	-2	·	2
Cc1ccc(NC(=O)Cn2nnc(C(=O)NCc3cccs3)c2N)cc1	-0.7	-5	-1.1	-57	15	-4	5	-5	6	0	-5
Cc1ccc2cc(C)c(N3CCN(c4ccc(F)cc4)CC3)nc2c1	-0.5	0	2.1	-15	0	8	4	-10	-10	-2	12
CC(C)CC(=O)N=C1SC2CS(=O)(=O)CC2N1Cc1ccccc1 (stereo not given)	-0.1	6	-1.2	10	9	8	5	-3	-5	1	·
COCCNC(=O)CCSc1nc(-c2ccc(OC)cc2)cc(C(F)(F)F)n1	-4.2	1	-0.1	8	-17	9	-5	-11	0	-1	43
Cc1ccccc1OCCN1C(=O)c2ccccc2C1=O	2.5	-8	1.5	7	-9	3	-1	4	-6	-11	11
Cn1c2ccc(CC(=O)O)cc2c2cc(CC(=O)O)ccc21	-2.3	2	2.6	-8	5	3	0	-12	-20	4	-4
COc1ccccc1CC(=O)NNC(=O)c1ccco1	-1.2	10	0.7	-1	-4	-8	0	-5	-28	-3	-4
COc1ccc(S(=O)(=O)N2CCN(C3CC4CCC3C4)CC2)cc1 (stereo not given)	0.4	-2	-1.4	51	-11	0	1	-7	-8	-1	43
Fc1ccc(-c2cc(C(F)(F)F)nc(NCC3CCCO3)n2)cc1 (stereo not given)	-0.1	4	0.4	-8	-7	-2	-4	-6	2	-11	-10
CCCCN(C(=O)c1cc2ccccc2o1)c1c(N)n(CCC)c(=O)[nH]c1=O	-0.3	-2	1.0	7	-1	-6	-5	0	7	0	-13
CC1(C)CC(=O)C(N=Nc2cc3c(cc2[N+](=O)[O-])OCCO3)=C(O)C1	0.6	26	1.3	0	-2	6	2	6	8	-2	133
CCOc1ccc(NC(=O)NC2CCCc3ccccc32)cc1 (stereo not given)	0.1	-1	2.5	15	13	4	-1	-12	-7	-2	6
N#CCC(=O)Nc1ccc(C(=O)OCC(=O)c2ccc3c(c2)OCO3)cc1	1.4	-4	0.5	19	-4	1	-1	11	-8	2	-14
CC(=O)Nc1ccc(Oc2ccc3nc(C)[nH]c3c2)cc1	-2.1	-19	-0.6	-98	8	1	-4	-25	-1	1	86
CC1CCCCC1NC(=O)Cn1nc(-c2ccccc2)ccc1=O (stereo not given)	-1.2	8	-0.6	2	-5	0	-6	-9	-17	-2	-14
Cc1ccc(C)c(S(=O)(=O)N2C(=S)NC(=O)C2C(C)C)c1 (stereo not given)	0.1	5	-0.8	·	2	-5	1	0	-1	0	28
Cc1[nH]c2ccccc2c1C(=O)CN1CCN(C/C=C/c2ccccc2)CC1	-4.0	-1	-1.4	-19	2	13	-5	-1	-7	3	-15
CCc1ccc(CN2CCC(N3CCC(C(=O)N4CCCC4)CC3)CC2)o1	0.4	-11	2.4	-7	-3	3	-2	-19	6	4	20
Nc1ccc2oc(-c3cc(Br)ccc3Cl)nc2c1	1.1	-7	0.4	-3	-5	2	-3	-7	-2	-2	11
O=C(c1nc2ncccn2n1)N1CCN(c2ccccc2)CC1	-1.0	-2	-0.1	-5	1	14	-8	-6	5	0	11
Cc1ccc(S(=O)(=O)NCc2ccc(C(=O)N3CCN(c4ccccc4)CC3)cc2)cc1	0.5	9	0.1	-2	-14	2	2	11	2	-5	22
CCC1CCC(C(=O)NC(C(=O)Nc2ccc3c(c2)OCCO3)C(C)C)CC1 (stereo not given)	0.4	6	-0.2	·	24*	0	-2	-12	-3	-5	1
CN(C)S(=O)(=O)c1cccc(NC(=O)c2ccc(N3CCCC3=O)cc2)c1	-1.0	-4	-0.5	9	-6	1	-8	-2	2	7	12
COC(=O)c1cc(NS(=O)(=O)c2cccc(Cl)c2)ccc1N1CCOCC1	1.0	14	2.0	20	-7	1	3	5	0	-2	17
C=CCNC(=O)Nc1ccc(Br)cc1Cl	-0.8	·	0.7	-10	7	0	-4	-17	-4	-4	4
Cc1cc([N+](=O)[O-])nn1CCCC(=O)NCc1ccccc1	2.5	-9	1.3	5	-7	8	1	0	-11	0	-15
O=C(NC(n1ccc(=O)[nH]c1=O)C(Cl)(Cl)Cl)C12CC3CC(CC(C3)C1)C2 (stereo not given)	-1.5	-6	0.7	-11	-3	-4	1	-6	-4	-5	6
COc1cccc(C2c3[nH]c4ccccc4c3C[C@H]3C(=O)N(C)CC(=O)N23)c1 (stereo not given in full)	0.9	3	-5.3	2	-2	-1	2	-10	-10	-1	243
CC(C)C(=O)Nc1ccc([N+](=O)[O-])cc1Br	0.8	2	-0.9	14	4	-2	1	-7	6	-2	-34
O=C(O)C/C(=C\c1ccc(N2CCOCC2)c([N+](=O)[O-])c1)c1nc2ccccc2s1	-3.3	18	0.1	-6	-17	0	3	7	-17	9	11
COc1ccc(NC(=O)c2ccccc2O)c(OC)c1	0.8	1	-1.1	-27	-1	-2	-6	-13	-4	-2	-5
O=[N+]([O-])c1nn(-c2ccc3c(c2)OCCO3)n(O)c1=NC1CCCC1	0.5	1	-3.4	·	-2	-4	1	1	-1	-1	-27
O=C(c1ccc(Br)cc1)N1CCCc2ccccc21	-0.5	-3	-8.1	24	0	0	-2	-17	7	-4	-3
Cc1ccc(C(OCC(C)(C)C[N+](C)(C)C)c2ccccc2)cc1 (stereo not given)	-0.6	-7	1.1	10	-4	4	-4	-8	-2	0	12
CC1=CCC2C(=O)N(Cc3ccccc3)C(=O)C2C1 (stereo not given)	0.2	-5	1.2	-6	-1	6	-6	-20	2	6	-27
O=C(Nc1cccc(S(=O)(=O)NC2=NCCC2)c1)c1ccc(C(F)(F)F)cc1	-1.2	1	3.2	-19	-5	6	-4	-9	2	1	-10

Taken from above:
C-LANA FP, COc1cccc(C2c3[nH]c4ccccc4c3C[C@H]3C(=O)N(C)CC(=O)N23)c1 (stereo not given in full) → -5.3
PfHsp90 yeast 2, CC(C)C(=O)Nc1ccc([N+](=O)[O-])cc1Br → 14
PvdQ inh, O=[N+]([O-])c1nn(-c2ccc3c(c2)OCCO3)n(O)c1=NC1CCCC1 → 1
Rtt109 HAT inh, COc1ccc(NC(=O)c2ccccc2O)c(OC)c1 → 1

dFosB activator, hit marks shown above
SMILES	CDK5 inh	Rtt109 HAT inh	C-LANA FP	PfHsp90 yeast 2	dFosB activator	Keap1 Nrf2 FP	PvdQ inh	NSD2 HMT inh	SUMO Mot1 rescue
CCC1CCC(C(=O)NC(C(=O)Nc2ccc3c(c2)OCCO3)C(C)C)CC1 (stereo not given)	0.4	6	-0.2	·	24*	-2	-12	-5	1

Next section:
SMILES	CDK5 inh	Rtt109 HAT inh	C-LANA FP	PfHsp90 yeast 2	dFosB activator	RTF Ca sens act	Keap1 Nrf2 FP	PvdQ inh	RTF Ca sens inh	NSD2 HMT inh	SUMO Mot1 rescue
O=[N+]([O-])c1ccc2nc(NN=Cc3ccc(O)cc3)sc2c1	-0.5	-1	0.9	-12	13	0	5	5	4	4	·
CC(=O)NC(Cc1ccc(C)cc1)C(=O)NC1CCN(C(=O)NCc2ccccc2)CC1 (stereo not given)	0.1	-3	1.6	1	-3	1	-6	-11	-6	·	·
c1ccn(CCc2ccncc2)c1	0.5	-3	0.0	10	-2	-3	0	-6	-2	-1	·
COc1ccc(-c2nnc(NC(=O)C(C)C)s2)c(OC)c1	-4.9	5	-0.6	-3	-5	3	-3	-7	-6	·	-16
COc1ccc(C)cc1NC(=O)c1nnn(Cc2cc(C)ccc2C)c1N	0.2	-2	1.5	4	5	2	-2	-3	-7	·	150
Cn1c(=O)c(N)c2c3c(c(Br)ccc31)C(=O)c1ccccc1-2	1.3	6	124*	-47	-17	+	31*	-14	i	·	180
Cc1nc(N=Nc2ccc(O)cc2)n[nH]1	6.1	5	-1.3	-20	-6	-1	-6	-5	-13	-5	-31
COc1ccc(-c2nnc(SCC(=O)Nc3cc(C)on3)n2C)cc1OC	-2.6	3	-0.7	·	-6	-5	0	3	3	0	-3
Cn1c(-c2ccc(C(=O)c3ccccc3)s2)nc2ccccc21	0.7	-15	4.1	-2	9	-4	-2	-8	-3	-3	113
O=C(OCc1ccc(COC(=O)c2ccc(O)cc2)cc1)c1ccc(O)cc1	1.6	7	-0.6	7	4	9	-3	-16	-4	-2	13
CN(C)C(=O)CSc1nnc([C@H](Cc2c[nH]c3ccccc23)NC(=O)OC(C)(C)C)o1	-0.2	-1	-1.4	13	1	-2	-2	8	-2	0	4
CC(Oc1ccc2c(=O)c(-c3ccc(Cl)cc3)c(C(F)(F)F)oc2c1)C(=O)O (stereo not given)	0.0	-13	-0.9	11	-4	-3	1	-8	2	-2	132
Cc1ccnc(NS(=O)(=O)c2ccc(N=CC3=C(O)CC(C)(C)CC3=O)cc2)n1	-1.1	3	5.7	14	-2	1	-1	-2	-15	-1	201
Cc1cccc(C)c1NC(=O)c1ccc(CN2CCc3ccccc3C2)cc1	2.1	4	-0.1	13	5	0	-2	-7	1	2	-12
COc1ccc(/C=C2\Sc3ccc(C(=O)N4CCN(Cc5ccccc5)CC4)cc3N(C)C2=O)cc1OC	-0.6	-2	1.6	27	-11	1	-4	-5	-9	4	-17
CCn1nc(C)cc1C(=O)NC1CCCc2c1cnn2-c1ccc(C)c(C)c1 (stereo not given)	0.1	2	-1.8	-6	-11	-5	2	-9	-9	5	-3
O=C(O)Cc1cn(Cc2ccc(F)cc2)c2ccccc12	1.2	17	-0.1	-16	-5	-4	-5	12	1	3	1
O=S(=O)(c1cc(Cl)ccc1Cl)N1CCN(Cc2ccco2)CC1	1.2	0	-3.2	4	-10	-3	-5	-12	-2	-3	-8

High-throughput results (PubChem BioAssay)
